hERG WT inh – KCNH2 (human, wildtype) channel inhibition; Q12809; U2OS, BacMam KCNH2, thallium flux FluxOr; stronger effect = lower value; activity change, % at 1.84 µM; 0.37% of 340,000 active;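 active means maximum activity change below -70%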; further: on the % scale 0 is the no-effect control and ±100 the full control effect
Target sequence (Q12809 whole entry, looked up): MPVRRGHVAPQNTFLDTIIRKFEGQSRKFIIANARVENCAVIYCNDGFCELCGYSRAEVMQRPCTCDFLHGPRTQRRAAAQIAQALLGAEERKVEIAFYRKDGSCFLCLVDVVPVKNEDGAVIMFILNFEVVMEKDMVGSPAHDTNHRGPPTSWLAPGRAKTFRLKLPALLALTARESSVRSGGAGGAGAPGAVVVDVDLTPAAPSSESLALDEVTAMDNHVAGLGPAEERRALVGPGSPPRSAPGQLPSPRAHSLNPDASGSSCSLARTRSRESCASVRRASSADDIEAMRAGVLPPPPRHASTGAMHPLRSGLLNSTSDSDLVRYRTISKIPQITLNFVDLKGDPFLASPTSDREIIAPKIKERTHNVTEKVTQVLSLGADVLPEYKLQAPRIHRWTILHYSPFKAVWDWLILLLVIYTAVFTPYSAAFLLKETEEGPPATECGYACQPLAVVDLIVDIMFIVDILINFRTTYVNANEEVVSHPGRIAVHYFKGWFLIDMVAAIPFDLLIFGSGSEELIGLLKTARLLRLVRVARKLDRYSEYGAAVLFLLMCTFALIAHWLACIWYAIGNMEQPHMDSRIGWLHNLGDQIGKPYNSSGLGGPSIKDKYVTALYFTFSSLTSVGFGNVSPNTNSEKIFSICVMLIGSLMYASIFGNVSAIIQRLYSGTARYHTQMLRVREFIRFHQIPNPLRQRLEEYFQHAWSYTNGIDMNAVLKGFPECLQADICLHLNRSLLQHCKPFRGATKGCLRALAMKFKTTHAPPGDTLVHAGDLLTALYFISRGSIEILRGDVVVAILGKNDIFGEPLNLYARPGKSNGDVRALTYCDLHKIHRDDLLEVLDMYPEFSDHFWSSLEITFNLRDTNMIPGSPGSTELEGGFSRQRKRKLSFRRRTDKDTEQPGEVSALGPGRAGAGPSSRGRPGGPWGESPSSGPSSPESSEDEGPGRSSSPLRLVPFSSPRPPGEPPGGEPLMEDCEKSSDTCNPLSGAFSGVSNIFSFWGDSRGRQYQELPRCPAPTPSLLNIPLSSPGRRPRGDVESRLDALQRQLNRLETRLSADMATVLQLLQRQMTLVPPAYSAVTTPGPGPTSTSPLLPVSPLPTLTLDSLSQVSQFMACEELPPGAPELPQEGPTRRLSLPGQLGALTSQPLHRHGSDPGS
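U2OS cells were transduced with wild-type KCNH2 virus (2.03 x 10^8 / mL) for 4 h at room temperature, then cultured overnight at 37 C. Thallium flux was read with FluxOr dye. Rate constants were normalized to DMSO controls.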
S-ASM inh – blocks human secretory acid sphingomyelinase | 0.006% of 340,000 active | placental ASM, HMU-PC fluorogenic substrate, 60 min | P17405 | Potency, µM (highest dose often 57.5 µM), without a hit: at the highest dose activity change, negative = inhibition, actives largely listed as inhibitors | AID 504937; active means well fitted inhibition curve with a large enough effect; further: potency means the concentration at half of the fitted maximal effect
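qHTS format. ASM enzyme prepared from human placenta hydrolyses the fluorogenic substrate HMU-PC0 (9 uM final) over 60 min at 37 °C after a 10 min compound preincubation.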
An asterisk follows results filed as active; i = inactive; · = not tested or not shown; [ ] = another dose, or the depositor's remark.

SMILES	hERG WT inh	S-ASM inh
Cc1ccc(S(=O)(=O)N2CCC[C@H]2C(=O)NC2CCCCC2)cc1	0	3%
CSCCC(NC(=O)COc1ccccc1)C(=O)N1CCN(c2cccc(C(F)(F)F)c2)CC1 (stereo not given)	19	-5%
N=c1c2ccccc2nc2n1CCCCCCCCCCC2	-1	-2%
CN(c1ccccc1)c1ccc(/C=C(/CCC(=O)O)c2nc3ccccc3s2)cc1[N+](=O)[O-]	1	-16%
Cc1ccc(C)c(Nc2cc(C)nc3ccccc23)c1	33	-5%
Cc1cc(=O)n(C(C)Cc2ccccc2)n1C(C)Cc1ccccc1 (stereo not given)	4	0%
O=[N+]([O-])/C(Cl)=C(/NCCO)C(Cl)=C(Cl)Cl	-12	-1%
O=c1[nH]c(=O)n(C(c2ccccc2)(c2ccccc2)c2ccccc2)cc1N(CCO)CCO	23	4%
O=C(c1ccc(Cl)c(Cl)c1)N1CCC(=O)N(C(CO)Cc2ccccc2)CC1 (stereo not given)	11	-7%
Cc1cc(C)c2c(n1)nn1c(C3CC3)cc(C(F)(F)F)nc21	-2	4%
O=C1NC(=O)C(c2ccc(Cl)cc2Cl)N1 (stereo not given)	-2	-2%
O=C1CN(Cc2ccccc2)CC(=O)N1	-3	9%
CN(c1ccccc1)S(=O)(=O)c1ccc(NC(=O)CC(=O)c2ccccc2)cc1	-8	-22%
CCOc1ccc(C(=O)N2CCN(c3ncccn3)CC2)cc1	7	0%
C=CCN1CCOc2ccc(C)cc2S1(=O)=O	3	0%
Cc1cc(C)c(S(=O)(=O)Nc2cccc(C(=O)O)c2)cc1S(=O)(=O)Nc1cccc(C(=O)O)c1	16	1%
CCOC(=O)C(Cc1c[nH]c2ccc([N+](=O)[O-])cc12)(NC(C)=O)C(=O)OCC	-7	-1%
COC(C/C=C/[C@H](O)[C@@H](C)OCc1ccccc1)OC	-3	17%
O=C(O)c1ccccc1-c1cc2ccccc2[nH]1	12	6%
Cc1ccc(NS(=O)(=O)c2ccc(C)c(C(=O)Nc3ccc(S(=O)(=O)Nc4onc(C)c4C)cc3)c2)cc1	0	-3%
Cc1cc(O)c(Sc2ccccc2)c(=O)o1	5	6%
Cn1c(-c2ccccc2)cc(=O)n1-c1ccccc1	-2	6%
COc1ccc(C2=NOC(C)(c3sc(-c4ccc(Cl)cc4)nc3C)C2)cc1 (stereo not given)	10	-17%
Cn1c(=O)c2[nH]c(C3CCC3)nc2n(C)c1=O	-7	9%
CC(C)CNc1ncnc2[nH]ncc12	0	4%
CC(=O)Nc1ccc(S(=O)(=O)NC(C(=O)O)C(C)C)cc1 (stereo not given)	-5	3%
Cc1ncc(COCc2ccccc2)c(CO)c1OCc1ccccc1	19	-2%
COc1ccc(-c2ccc3c(c2)C2CC3CCN2C(=O)C(C)(C)C)cc1 (stereo not given)	2	-15%
Nc1c(O)cccc1C(=O)O	0	9%
CNC(=S)NCc1ccc(Cl)cc1	25	6%
CCn1cnc2cc(NC(=O)COc3ccc(C)cc3)ccc21	5	-2%
O=C(Nc1ccc(S(=O)(=O)O)cc1)c1ccc2c(c1)S(=O)(=O)c1ccccc1C2=O	-5	18%
CC(C)N1CCN(c2ccc(OCC3COC(Cn4cncn4)(c4ccc(Cl)cc4Cl)O3)cc2)CC1 (stereo not given)	64	-4%
CCCCCCCCCCCn1nnnc1N	-5	-6%
O=C(NCc1cccc(Br)c1)c1cc(-c2ccccc2)nn1CC1CC(c2cccnc2)=NO1 (stereo not given)	-3	-3%
Cn1c(SCCc2ccc([N+](=O)[O-])cc2)nccc1=O	20	-3%
CCO[C@H]1OC(C(=O)O)=C[C@@H](c2coc3ccccc3c2=O)[C@@H]1CCCO	3	0%
CC(=O)NC(CC(C)C)C(=O)NC(CO)C(=O)NC(CCC(=O)O)C(=O)NC(C)C(=O)NC(CC(C)C)C(N)=O (stereo not given)	-4	6%
Cc1ccc(NC(=O)Cc2ccc(Cl)cc2)nc1	5	2%
CC(SC(C)C(=O)NN=Cc1cccc(F)c1)C(=O)NN=Cc1cccc(F)c1 (stereo not given)	2	-1%
COc1ccc(S(=O)(=O)N(C)C[C@H]2Oc3c(NC(=O)Nc4ccccc4)cccc3C(=O)N([C@H](C)CO)C[C@@H]2C)cc1	4	-2%
CCOC(=O)C[C@H]1c2ccccc2S(=O)(=O)N1c1cccc(OC)c1	-2	4%
CCCOc1ccc(C(=O)Nc2cc(S(=O)(=O)N3CCOCC3)ccc2N2CCN(CC)CC2)cc1OC	9	5%
CN1CCN(C(=O)c2ccc3c(=O)n(CCc4ccccc4)c(=S)[nH]c3c2)CC1	5	-1%
NC(=O)C1(Nc2ccccc2Cl)CCCC1	4	6%
O=C1CCSc2c1ccc1ccccc21	-6	238%[activator]
COc1ccc([C@H]2/C=C\CN(S(=O)(=O)c3cccc4cccnc34)[C@@H](C)C(=O)N2Cc2ccc(F)cc2)cc1	-4	0%
CCOC(=O)c1cn(Cc2ccccc2)nc1-c1ccccc1	-3	-1%
CC(C)C[C@@H](CNCC(=O)[C@H](Cc1ccccc1)NC(=O)c1[nH]cnc1C(=O)N[C@@H](C)CN)NC(=O)c1nc[nH]c1C(=O)N[C@@H](C)C(=O)O	2	4%
Cc1ccc(C(=O)Nc2cccc3ccccc23)o1	0	2%

17 compounds already listed, ordered by number of heavy atoms, lowest first:
SMILES	hERG WT inh	S-ASM inh
O=C1CCSc2c1ccc1ccccc21	-6	238%[activator]
NC(=O)C1(Nc2ccccc2Cl)CCCC1	4	6%
CCCCCCCCCCCn1nnnc1N	-5	-6%
Cc1ccc(NC(=O)Cc2ccc(Cl)cc2)nc1	5	2%
Cc1ccc(C(=O)Nc2cccc3ccccc23)o1	0	2%
Cn1c(SCCc2ccc([N+](=O)[O-])cc2)nccc1=O	20	-3%
CCn1cnc2cc(NC(=O)COc3ccc(C)cc3)ccc21	5	-2%
CCOC(=O)C[C@H]1c2ccccc2S(=O)(=O)N1c1cccc(OC)c1	-2	4%
CCO[C@H]1OC(C(=O)O)=C[C@@H](c2coc3ccccc3c2=O)[C@@H]1CCCO	3	0%
CC(SC(C)C(=O)NN=Cc1cccc(F)c1)C(=O)NN=Cc1cccc(F)c1 (stereo not given)	2	-1%
O=C(Nc1ccc(S(=O)(=O)O)cc1)c1ccc2c(c1)S(=O)(=O)c1ccccc1C2=O	-5	18%
O=C(NCc1cccc(Br)c1)c1cc(-c2ccccc2)nn1CC1CC(c2cccnc2)=NO1 (stereo not given)	-3	-3%
CC(C)N1CCN(c2ccc(OCC3COC(Cn4cncn4)(c4ccc(Cl)cc4Cl)O3)cc2)CC1 (stereo not given)	64	-4%
COc1ccc([C@H]2/C=C\CN(S(=O)(=O)c3cccc4cccnc34)[C@@H](C)C(=O)N2Cc2ccc(F)cc2)cc1	-4	0%
CC(=O)NC(CC(C)C)C(=O)NC(CO)C(=O)NC(CCC(=O)O)C(=O)NC(C)C(=O)NC(CC(C)C)C(N)=O (stereo not given)	-4	6%
COc1ccc(S(=O)(=O)N(C)C[C@H]2Oc3c(NC(=O)Nc4ccccc4)cccc3C(=O)N([C@H](C)CO)C[C@@H]2C)cc1	4	-2%
CC(C)C[C@@H](CNCC(=O)[C@H](Cc1ccccc1)NC(=O)c1[nH]cnc1C(=O)N[C@@H](C)CN)NC(=O)c1nc[nH]c1C(=O)N[C@@H](C)C(=O)O	2	4%

(next part)
SMILES	hERG WT inh	S-ASM inh
C#Cc1ccc([C@@H]2C=C(C(=O)NCc3ccccc3)O[C@H](OCCCCO)C2)cc1	-9	-2%
OCC1OC(n2cnc3c(NC4CCCC4)ncnc32)C(O)C1O (stereo not given)	-7	8%
CCN(CC)C(=O)n1nc(C)c(CN2C(=O)c3ccccc3C2=O)c1C	4	2%
COc1ccccc1CN1CCN(C(=O)c2cccc3ccccc23)CC1	3	2%
CCOC(=O)CC1=CCc2c1ccc(OC)c2OC	4	8%
C=CC(=O)Nc1ccc(Nc2ccnc(Nc3ccc(N4CCN(C)CC4)cc3)n2)cc1	0	-12%
CCCCN1CC(COCc2ccccc2)OCCS1(=O)=O (stereo not given)	-5	7%
COc1ccc(CCNC(=O)CCCCC(=O)NCCc2ccc(OC)c(OC)c2)cc1OC	-4	2%
CN(C)c1ncc(C2=C(Cl)C(=O)C(N3CCCC3)=C(Cl)C2=O)s1	-8	-9%
Cc1cc2cc3c(=O)[nH]c(=O)nc-3n(CC(O)C(O)C(O)CO)c2cc1C (stereo not given)	2	i
O=C(CC(=O)NN=Cc1ccc2c(c1)CCC2)NN=Cc1ccc2c(c1)CCC2	2	-3%
CC(C)(C)OC(=O)N(CCc1ccccc1)Cc1ccc(OCc2cccc(NC(=O)/C=C/c3ccccc3)c2)cc1	-3	3%
Cc1cnc(C=NNC(N)=S)c2cccc(N)c12	-1	0%
CCCNC(=O)c1cccc(COCC(F)(F)F)c1	7	-3%
N#C/C(=C/c1ccc(OC(=O)c2ccc(Br)s2)cc1)c1nc2ccccc2[nH]1	0	32%[activator]
CC(Oc1ccccc1Cl)C(=O)Nc1ccc(S(=O)(=O)N2CCN(C)CC2)cc1 (stereo not given)	-1	0%
Cn1c(=O)c2[nH]c(CCCCc3nc4ccccc4[nH]3)nc2n(C)c1=O	-3	-2%
O=C(O)c1nnsc1-c1csnn1	2	2%
COc1ccc(NS(=O)(=O)c2ccc(N3CCOCC3)c(NC(=O)/C=C/C(=O)O)c2)cc1	-9	2%
O=C(/C=C/c1ccccc1)Nc1cccc(C(=O)NCCCCc2ccccc2)c1	3	-5%
CCN1C[C@@H]2[C@@H]3C(=O)N(C)C(=O)[C@@H]3[C@](C)(C1=O)N2C(=O)c1ccc(C(F)(F)F)cc1	-6	9%
CCN(c1ccccc1)S(=O)(=O)c1cccc(C(=O)NCC(c2ccc(F)cc2)N2CCOCC2)c1 (stereo not given)	9	5%
CC1(c2nnc(-c3ccc(F)cc3)o2)CC(c2cccnc2)=NO1 (stereo not given)	1	14%
O=[N+]([O-])c1ccc(/C=N/Nc2ncccc2[N+](=O)[O-])s1	8	-7%
CN1CCC23c4ccccc4NC1C21CCN(C)C3Nc2ccccc21	-1	-1%
COc1cc(-c2nccc3cc4c(cc23)OCO4)cc(OC)c1OC	-8	-1%
O=C(NCCN1C(=O)S/C(=C/c2cccnc2)C1=O)c1ccc(S(=O)(=O)N2CCCC2)cc1	2	0%
Cc1ccc(NCC2(N=Cc3ccccc3)OC(CO)C(O)C2O)cc1 (stereo not given)	-2	0%
COc1cccc(NC(=O)c2ccc(N3C(=O)C4CCC(C)CC4C3=O)cc2)c1 (stereo not given)	4	-10%
Cc1ccc(S(=O)(=O)N(C)CCN(C)S(=O)(=O)c2ccc(C)cc2)cc1	7	3%
COCCNC(=O)c1onc(CSc2ccccn2)c1C(=O)NCCOC	2	-1%
CC(C)C[C@@H](CNCC(=O)[C@H](CC(=O)O)NC(=O)c1[nH]cnc1C(=O)N[C@H](CN)CC(C)C)NC(=O)c1nc[nH]c1C(=O)N[C@@H](Cc1ccccc1)C(=O)O	-5	11%
COC1C(CO)OC(n2cnc3c(=S)nc(N)[nH]c32)C1O (stereo not given)	-14	3%
Cc1cc(C)[n+](Cc2ccccc2)cc1C(N)=O	0	0%
COC(=O)c1ccc(N2C(=O)CC(N3CCN(c4ccccc4)CC3)C2=O)cc1 (stereo not given)	-2	0%
O=C1NC(=O)C2(C=C(c3ccccc3)C(O)(c3ccccc3)C2)N1 (stereo not given)	-1	0%
CSCCC(NC(=O)c1ccc(Cl)cc1Cl)C(=O)NCC(c1cccs1)N(C)C (stereo not given)	16	0%
Cc1nc2ncnn2c(Nc2ccc3c(c2)OCCO3)c1C	6	0%
C=C(C)CNC(=O)c1ccc(OC2CCN(C(=O)COC)CC2)cc1	3	-3%
O=C(O)C(Oc1ccc2ccccc2c1)c1ccccc1 (stereo not given)	0	3%
Cc1ccc(S(=O)(=O)N2CCN(S(C)(=O)=O)CC2)cc1	1	-1%
Cc1csc(N2CCCC2c2nc3cc(Cl)c(N4CCCCC4)cc3n2CCOCCO)n1 (stereo not given)	-6	7%
O=C(CCCc1ccccn1)c1cccc2ccccc12	-6	8%
COC1=C(OC)C(=O)C(Sc2ccc3ccccc3c2)=CC1=O	-27	-6%
COc1ccc(NC(=O)CN(C)C(=O)C2CC(=O)N(CCc3ccc(OC)c(OC)c3)C2)cc1 (stereo not given)	-6	-3%
O=[N+]([O-])c1ccc(COc2cccc(CN3CCOCC3)c2)cc1	6	-3%
COc1ccc(CNC(=S)Nc2cccc(Cl)c2)cc1	0	0%
COc1ccc(CCNC(=O)c2ccccc2C(=O)NCCc2ccc(OC)c(OC)c2)cc1OC	-1	3%
CCOc1ccc(/C(O)=C2\C(=O)C(=O)N(CCN(C)C)C2c2cc(OC)ccc2OC)cc1Cl (stereo not given)	4	-1%
Cc1c2ccccc2nc2ccccc12	-6	·

Following part:
SMILES	hERG WT inh	S-ASM inh
COC(=O)C1=C(C(=O)OC)C(C(=O)OC)C(C(=O)OC)C(C(=O)OC)(C(=O)OC)C(C(=O)OC)=C1C(=O)OC (stereo not given)	-13	-1%
Cc1ccc(S(=O)(=O)/N=C2\C=C(NS(=O)(=O)c3ccccc3)C(=O)c3ccccc32)c(C)c1	1	4%
Nc1ncnc2c1nc(Sc1ccc(Cl)cc1)n2[C@@H]1O[C@@H]2COP(=O)(O)O[C@H]2[C@H]1O	-14	5%
CN(Cc1ccccc1)C(=O)c1ccc(NC(=O)Cc2ccc(NC(=O)C3CCCN(C(=O)C4CCCC4)C3)cc2)cc1 (stereo not given)	5	-8%
C#Cc1cccc(N2C(=O)C3C4C=CC(C3C2=O)C2C(=O)N(c3cccc(C#C)c3)C(=O)C42)c1 (stereo not given)	12	4%
Cc1ccc(NC(=O)c2ccc(Br)o2)c([N+](=O)[O-])c1	1	3%
O=C(O)CCC(=O)OCCN(Cc1ccc(Oc2ccc([N+](=O)[O-])cc2)cc1)C(=O)C(Cl)Cl	-7	3%
N=c1ccn(O)cc1CCc1ccccc1	19	2%

A portion of the library; count on the stated rates, not on these rows.
